HTR1E antagonist – antagonists of human 5-HT1E serotonin receptor | P28566 | CHO 5-HT1E Ga15 NFAT-bla reporter, FRET, antagonist | inhibition, % at 6 µM | actives 0.99% (n = 65,000) | AID 571;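 active = inhibition above a set limit, the mean inhibition across every tested compound plus 3 SD, cut at about 29% in these data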;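 also: signal is the 460 over 535 nm emission ratio of beta-lactamase substrate; 0% = agonist plus DMSO wells and 100% = wells without agonist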
MMP-13 inhibitor – MMP13 (human) collagenase inhibition; actives 0.07% (n = 65,000); P45452; AID 570; inhibition, % at 4 µM; MMP-13 fTHP FRET cleavage, Mca fluorescence;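 active = inhibition above the mean of compound-free control plate wells plus 3 SD, cut at about 14% in these data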;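 also: 0% = DMSO wells and 100% = wells with reference MMP-13 inhibitor after basal subtraction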
HTR1E agonist – 5-HT1E (human) receptor agonism; CHO 5-HT1E Ga15 NFAT-bla reporter, FRET; 0% DMSO wells, 100% control agonist wells; activation, % at 6 µM; actives 0.69% (n = 65,000); AID 574;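 active = activation above a set limit, the screen-wide mean activation plus 3 SD, cut at about 8.5% in these data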;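 also: 100% = positive control agonist at 1 µM giving full maximal response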
HER2 expr 66K – Her2 kinase expression inhibition | P04626 | SKBR-3 HER2 protein level, AlphaScreen, 18-24 h; hits give low values | HER2 level % of control, % at 10 µM | actives 0.69% (n = 65,000);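 active = HER2 level under 5% of the carrier-only control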;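 also: 100% = DMSO carrier and 0% = 500 nM PU-H71 HSP90 inhibitor; lower value means stronger loss of Her2 protein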
5HT1a antag – blocks the human serotonin 5-HT1a receptor | inhibition, % at 10 µM | P08908 | AID 612 | CHO 5-HT1a Ga15 NFAT-bla reporter, antagonist mode | actives 0.68% (n = 62,000);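 active = inhibition above the mean of all tested compounds plus 3 SD, cut at about 43% in these data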;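 also: receptor stimulated by 5-CT agonist at 100 nM near EC80; beta-lactamase reporter measured by ratiometric fluorescence of a cleavable substrate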
Target sequence (P08908 whole entry, looked up): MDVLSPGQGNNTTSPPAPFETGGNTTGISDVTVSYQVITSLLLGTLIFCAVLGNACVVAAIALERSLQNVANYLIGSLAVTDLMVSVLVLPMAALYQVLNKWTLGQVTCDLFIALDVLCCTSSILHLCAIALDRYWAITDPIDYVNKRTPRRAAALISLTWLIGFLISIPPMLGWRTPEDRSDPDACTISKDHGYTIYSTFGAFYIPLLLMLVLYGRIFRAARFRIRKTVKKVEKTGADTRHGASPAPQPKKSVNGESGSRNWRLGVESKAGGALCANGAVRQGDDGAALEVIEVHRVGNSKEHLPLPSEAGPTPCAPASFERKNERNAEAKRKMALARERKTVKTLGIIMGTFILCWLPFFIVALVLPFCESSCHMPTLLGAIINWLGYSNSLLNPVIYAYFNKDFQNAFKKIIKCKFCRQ
S1P3 agonist – S1P3 (human) receptor agonism; Q99500; S1P3 NFAT-BLA reporter cells, FRET ratio; relative to 1 µM S1P, basal subtracted; activation, % at 4.5 µM; actives 0.1% (n = 60,000);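 active = activation above the screen-wide mean plus 3 SD, cut at about 4.5% in these data, passing the limit was not always enough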; also: some compounds called inactive have numbers as strong as hits
Target sequence (Q99500 whole entry, looked up): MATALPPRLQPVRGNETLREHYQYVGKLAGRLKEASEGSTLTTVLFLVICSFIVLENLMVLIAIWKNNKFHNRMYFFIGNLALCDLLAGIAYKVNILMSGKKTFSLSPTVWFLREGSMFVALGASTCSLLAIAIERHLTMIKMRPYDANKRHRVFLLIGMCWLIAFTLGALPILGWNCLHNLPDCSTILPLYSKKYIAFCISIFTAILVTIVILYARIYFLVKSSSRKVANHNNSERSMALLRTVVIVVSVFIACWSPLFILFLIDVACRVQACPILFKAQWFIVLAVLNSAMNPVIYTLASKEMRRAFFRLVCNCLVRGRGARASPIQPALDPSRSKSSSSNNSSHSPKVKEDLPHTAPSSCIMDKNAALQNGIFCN
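material = human S1P3 NFAT-BLA reporter CHO cells | schedule = 4 h compound at 37 °C, 2 h substrate at RT | measured by = fluorescent BLA substrate, ex 405 nm, em 460/535 nm ratio | controls = 1 µM S1P reference | replication = primary once, confirmation triplicate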
Fluor 339 460 – intrinsic fluorescence of library compounds, ex339/em460 – biochemical, MLSMR library, data from DPM-DC assay, artefact control, profiling panel. fluorescence fold increase at 10 µM. compound autofluorescence, ex339/em460 nm, NADH buffer; hits give high values; 1 = no-compound wells, NADH background. AID 709. actives 5.5% (n = 65,000);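 active = at 10 µM, mean starting fluorescence two-fold or more over control wells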;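 also: signal is the first read of a kinetic run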
A340 absorber – compounds absorbing at 340 nm | compound absorbance at 340 nm, fold over control | fold change at 10 µM | 65,000 tested, under 10 active;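 active = at 10 µM dose, initial 340 nm absorbance at least 2 fold that of control wells; inactive = change under 2 fold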;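 also: initial absorbance extrapolated from kinetic A340 decline of NADH oxidation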
S1P1 ag pot – activates or potentiates agonism at human S1P1 receptor | AID 449 | actives 0.57% (n = 56,000) | activation, % at 9.5 µM | S1P1 CRE-bla cells, forskolin, beta-lactamase FRET, potentiator mode; S1P1 agonist co-added at EC20, 2 nM; 100% = saturating reference agonist, 0% = basal;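 active = activation above a cutoff set at the mean activation of all tested compounds plus 3 SD, cut at about 54% in these data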;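 also: forskolin at 4 µM as EC80 and the EC20 agonist is SEW2871; 100% = SEW2871 at its EC100 plus forskolin at EC80; some compounds past the cut are filed as inactive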
Active calls of the source: *; x = not tested or not shown; [ ] = remark or other dose.

SMILES	HTR1E antagonist	MMP-13 inhibitor	HTR1E agonist	HER2 expr 66K	5HT1a antag	S1P3 agonist	Fluor 339 460	A340 absorber	S1P1 ag pot
Cc1cc(C)c(S(=O)(=O)N(CC(=O)N2CCCC2)C2CCCCC2)c(C)c1	-11	3	0.6	82	13	-0.4	1.1	1	-13
COc1cc(/C=C/C2=NC(=O)C(C)(C)O2)ccc1O	-1	0	-0.1	182	-3	x	1.2	1.2	x
COc1cc2c(C(=O)N3CCN(C)CC3)c(C)oc2cc1Br	-5	0	0.5	107	-10	0.0	1.1	1	-10
COc1ccc(N2CCN(C(=O)c3ccc(CS(=O)(=O)c4ccc(OC)cc4)o3)CC2)cc1	-4	2	0.1	97	15	0.3	1.1	1	10
CC(C)(C)c1nc2scc(-c3cccs3)c2c(=O)o1	0	-5	-0.4	84	3	-0.2	1.1	1	4
CCCCOc1ccc(S(N)(=O)=O)cc1	-1	-6	0.3	124	2	0.3	1.2	1.1	x
CCOc1ccc(NC(=O)N(C2CCCCC2)C(C)c2ccncc2)cc1 (configuration not stated)	20	-4	1.2	65	17	-1.1	1.1	1	7
O=C(CSc1nnc(Cc2ccccc2)n1Cc1ccco1)NC12CC3CC(CC(C3)C1)C2	-3	5	0.1	67	37	-0.5	1.1	1.1	-16
CCOC(=O)C1CCCN(C(=O)c2ccco2)C1 (configuration not stated)	4	4	1.2	125	-7	-0.3	1	1	-3
C=CCn1c(SCC(=O)Nc2nccs2)nnc1-c1cc2cccc(OC)c2o1	16	1	1.0	48	4	-0.2	1.6	1.1	x
CCC(=O)N1CCc2cc(S(=O)(=O)CCC(=O)Nc3cccc(F)c3)ccc21	8	-3	-0.7	103	-4	-0.2	1.1	0.98	-5
O=C(CSc1nccc(=O)[nH]1)N1CCCc2ccccc21	2	5	-0.1	172	-11	-1.5	1.1	1.1	x
Cc1noc(C)c1C(=O)OCC(=O)NCCc1ccc(Cl)cc1	2	1	-0.9	96	-6	1.7	1.1	0.99	10
COc1ccc(-c2ccc(SCC(=O)NCc3ccco3)nn2)cc1	9	1	0.8	111	1	-2.4	1.2	1	5
CC1=CC(C)(C)N(C(=O)CSc2nnc(-c3ccccc3)o2)c2ccc(C)cc21	-1	3	0.7	71	39	3.0	0.03	1	x

Three entries from above, ordered by heavy-atom count, high to low.
SMILES	HTR1E antagonist	MMP-13 inhibitor	HTR1E agonist	HER2 expr 66K	5HT1a antag	S1P3 agonist	Fluor 339 460	A340 absorber	S1P1 ag pot
COc1ccc(N2CCN(C(=O)c3ccc(CS(=O)(=O)c4ccc(OC)cc4)o3)CC2)cc1	-4	2	0.1	97	15	0.3	1.1	1	10
Cc1cc(C)c(S(=O)(=O)N(CC(=O)N2CCCC2)C2CCCCC2)c(C)c1	-11	3	0.6	82	13	-0.4	1.1	1	-13
Cc1noc(C)c1C(=O)OCC(=O)NCCc1ccc(Cl)cc1	2	1	-0.9	96	-6	1.7	1.1	0.99	10

(further entries)
SMILES	HTR1E antagonist	MMP-13 inhibitor	HTR1E agonist	HER2 expr 66K	5HT1a antag	S1P3 agonist	Fluor 339 460	A340 absorber	S1P1 ag pot
O=C(NCc1ccco1)c1cc(-c2cccc(Cl)c2)on1	-3	8	0.3	62	-9	-1.0	1.1	1	19
O=C(Cn1nc(C(F)(F)F)c2c1CCCC2)Nc1ccc2c(c1)OCO2	2	6	0.1	115	14	-1.0	1	1	34
COCc1c(C(=O)OCc2nc(N)nc(Nc3ccccc3C)n2)oc2ccccc12	13	6	0.2	92	18	-0.6	1	1	-9
CC1(C)CC(=O)c2cc(C(=O)N3CCCCC3)c(=O)n(-c3ccc(Cl)cc3)c2C1	2	3	0.1	92	5	-0.5	1.1	1.1	x
COc1cccc(-c2nn3c(-c4cccc(C)c4)nnc3s2)c1	-8	6	0.7	78	-11	-0.8	1.1	1	-24
COCCNc1nc(SCC(=O)N2CCN(c3ccccc3OC)CC2)nc2ccccc12	9	-3	-1.7	90	12	x	1.1	1	x
CC1=C(C(N)=O)C(c2ccc3c(c2)OCO3)n2nc(-c3cccc(C)c3)nc2N1 (configuration not stated)	-8	2	0.4	102	8	0.9	1.1	0.99	3
Cc1ccc2[nH]c3c(NCCCN4CCCC4=O)ncnc3c2c1	-5	-83[fluorescence artefact?]	0.5	84	1	-1.8	3.8*	1.1	-6
Cc1ccc(C)n1-c1cccc(N)c1	8	1	-1.4	267	-10	-0.6	1.3	1	-3
CC(=O)N=c1sc(C(C)(C)C)c(C)n1C	6	-2	0.8	125	-6	-0.4	1	0.99	-2
CCn1c(=NC(=O)CSC(C)=O)sc2cc(OC)ccc21	9	-2	0.8	99	0	-0.9	1.2	1.1	-27
N#CC(c1nc2ccccc2nc1N1CCCC1)S(=O)(=O)c1cccs1 (configuration not stated)	3	-7	-0.2	76	-3	0.6	2.7*	1.1	4
CCCc1nc2ccccc2c(=O)n1/N=C/c1ccc(O)cc1O	9	3	-0.7	96	7	0.3	0.99	1.1	-4
CCS(=O)(=O)N1Cc2ccccc2CC1C(=O)OCC(=O)Nc1ccc(C)cc1 (configuration not stated)	4	3	-0.5	103	3	-1.2	1.1	1	6
Cc1cc(NC(=O)CSc2nnc(-c3ccco3)n2CC2CCCO2)no1 (configuration not stated)	7	-2	-1.4	101	5	-0.7	1.1	1	-22
COc1cccc(OC)c1C(=O)NCCN1CCN(C(=O)c2c(OC)cccc2OC)CC1	-9	0	-0.5	78	-12	-0.5	1.1	1.1	3
CN(Cc1ccc(-n2cccn2)cc1)C(=O)c1cnn2c1NC(c1ccco1)CC2C(F)(F)F (configuration not stated)	-2	0	-0.7	66	6	-0.8	1.1	0.99	21
CCn1cc(C(=O)N2CC(C)CC(C)C2)c(=O)c2cc(S(=O)(=O)N3CCOCC3)ccc21 (configuration not stated)	4	1	-0.7	116	-5	0.4	1.1	1.1	-15
COc1ccc(C(CNC(=O)c2cccnc2SC)N2CCOCC2)cc1 (configuration not stated)	-6	-3	0.5	106	5	0.4	1.1	0.99	10
CC(NS(C)(=O)=O)C(c1cccs1)N1CCN(c2ccccc2)CC1 (configuration not stated)	-1	0	-1.0	156	1	x	1.1	1.1	x
Cc1cc(C(=O)CN2C(=O)C3CC=CCC3C2=O)c(C)n1-c1ccccc1 (configuration not stated)	2	2	-0.1	105	-3	-0.5	1	1	1
COc1ccc(OC)c(C(=O)CSc2nnnn2C)c1	-2	0	-0.3	51	-1	-0.8	1.3	1.1	-13
CC(=O)NCc1ccc(-c2csc(N)n2)s1	-9	0	14*	123	-12	0.9	1	0.99	-12
C/C(CCc1oc2ccccc2c1-c1ccc(C)o1)=N/O	-10	-2	0.7	101	5	-0.6	0.96	1	-10
COc1cccc(NC(=O)CSc2nc3ccccc3c(=O)n2CCCC(=O)N2CCCC2)c1	3	3	0.5	103	-10	x	1.1	1	x
COc1ccc(CNC(=O)c2ccc3c(c2)N(C)C(=O)CS3=O)cc1 (configuration not stated)	1	1	0.6	100	7	-0.9	1.1	1.1	-7
CC(C)OC(=O)CN1C(=O)C(C)(C)Oc2ccc(C(=O)NC(C)(C)C)cc21	4	6	-0.6	108	-6	-1.2	1.1	1	0
O=C(c1ccc2snnc2c1)N1CCCC1	-3	-2	0.1	84	-7	-0.6	1.1	1	-15
O=C(Cn1cnc2ccccc21)OCC(=O)N1CCc2ccccc2C1	16	-1	-0.7	73	2	-1.5	1.2	1	8
CN(CCOc1ccc(Cl)cc1)c1ccc(S(=O)(=O)N2CCCCC2)cn1	5	-1	-0.8	91	18	-0.6	1.1	1	6
O=C1Nc2ccc(S(=O)(=O)NCc3ccco3)c3cccc1c23	-10	-28	0.5	85	2	x	2.2*	1.1	x
Cc1ccc(C(=O)N2CCN(c3ccccc3)CC2)cc1S(=O)(=O)N1CCCC1	-3	-5	-0.7	84	21	-1.0	1.1	1	12
Cn1c(=O)[nH]c(=O)c2c1nc(N1CCOCC1)n2CCSc1ncccn1	-6	4	-0.1	97	-4	-0.3	1.1	1	-22
Cc1ccc(N(CC(=O)N2CCn3c2nc2ccccc23)S(=O)(=O)c2c(C)n[nH]c2C)cc1	-2	2	0.1	112	-13	0.0	1.1	1	-14
Cc1ccc(C)c(/C(O)=C2\C(=O)C(=O)N(CCCn3ccnc3)C2c2ccncc2)c1 (configuration not stated)	-3	-2	0.0	169	-6	0.1	1	1.1	13
COc1ccc(C2=NOC(C(=O)Nc3cc(C)nn3-c3ccccc3)C2)cc1OC (configuration not stated)	14	-4	-0.8	109	5	-0.3	1.1	1	-52
Cc1cccc(C)c1NC(=O)C1(NC(=O)c2cnccn2)CCCCC1	-4	8	0.8	98	-8	-1.0	1.1	1.1	-7
N#Cc1c(NC(=O)CSc2n[nH]c(Cc3ccccc3)n2)oc(-c2ccccc2)c1-c1ccccc1	-1	2	0.1	98	5	-0.7	1.2	1.1	x
Cc1ccc(S(=O)(=O)N2CCN(C(=O)CC3CCCC3)CC2)cc1	7	5	0.9	120	-10	-0.2	1	1	-4
COCc1nnc(NC(=O)CCCOc2ccccc2)s1	0	-1	-0.6	113	-1	-0.6	1.1	0.99	5
O=C(O)c1ccc(COc2ccc(CO)cc2Cl)cc1	13	2	-1.4	100	14	-1.1	1.1	1.1	-2
CCOC(=O)N1CCN(c2c(NCCN(C)Cc3ccccc3)c(=O)c2=O)CC1	-1	-7	0.2	91	-10	1.6	1	0.99	-2
CCc1nc(-c2cc3ccc(C)cc3[nH]c2=O)no1	4	-51	0.3	91	-9	0.4	4.5*	1.1	-6
Oc1c(C(c2ccc(F)cc2)N2CCc3ccccc3C2)sc2ncnn12 (configuration not stated)	-17	5	0.3	63	-14	-0.7	1.1	1	-17
COc1ccc(S(=O)(=O)N2CCCC(C(=O)NCCC3=CCCCC3)C2)cc1 (configuration not stated)	-13	10	0.3	x	10	-1.0	1.1	1	x
COc1ccc(NC(=O)N2CCC(c3nc(-c4cccs4)no3)CC2)cc1	12	3	-1.2	95	2	-1.1	1.1	1	8
COc1ccccc1N(O)C1CC(=O)N(c2ccc(F)cc2)C1=O (configuration not stated)	11	1	-1.1	114	x	-2.4	0.87	0.99	-6
NC(=O)CCc1c[nH]c2ccccc12	1	4	1.1	105	10	-0.2	1.2	1	-34
CCCS(=O)(=O)n1nc(-c2ccc(Br)cc2)cc1N	4	6	0.0	106	1	-0.6	1.1	1	4
CCOc1ccc(CCNS(=O)(=O)c2c(C)n[nH]c2C)cc1OCC	8	1	-1.6	87	-2	-0.3	1.1	1	2
COc1ccc(-c2n[nH]c(=S)n2C2CCCCC2)cc1	3	-8	0.3	127	5	-1.4	1.1	1	-18
COC(=O)c1cc(OC)c(OC)cc1N=CC1=C(O)CC(C)(C)CC1=O	18	3	-0.2	115	10	-0.9	1.1	1.2	-9
COc1ccc(C2=NOC(C(=O)Nc3ccc(C(C)=O)cc3)C2)cc1OC (configuration not stated)	17	4	-0.3	189	4	0.5	1.1	0.98	7
Cc1cc(C)c(C(N)=O)c(Nc2cccc(Cl)c2C)n1	-1	1	0.7	93	6	-0.5	1.1	1.1	x
CN(C)CCCNC(=O)c1ccc(CN(c2ccccc2)S(C)(=O)=O)cc1	1	2	0.1	117	-11	-0.6	1	1	-21
N#CCSc1nc2c(cc1C#N)CCCCCC2	14	-77[fluorescence artefact?]	0.2	136	x	0.7	1.2	0.99	-25

Source: PubChem BioAssay (several laboratories)
